Compound activity from PubChem BioAssay.
hIAP activ: human IAP activation. P09923. purified human IAP, CDP-Star luminescence, 30 min; hits give high values; 1 = vehicle-only enzyme, 0 = enzyme-free background. activation factor at 10 µM. actives 0.16% (n = 330,000). AID 2524;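 active = activation factor of the enzyme at least 2-fold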; note: the source names both 10 and 20 µM as test concentration; values of inactives mirror those of a sister screen read the other way
Target sequence (P09923 whole entry, looked up): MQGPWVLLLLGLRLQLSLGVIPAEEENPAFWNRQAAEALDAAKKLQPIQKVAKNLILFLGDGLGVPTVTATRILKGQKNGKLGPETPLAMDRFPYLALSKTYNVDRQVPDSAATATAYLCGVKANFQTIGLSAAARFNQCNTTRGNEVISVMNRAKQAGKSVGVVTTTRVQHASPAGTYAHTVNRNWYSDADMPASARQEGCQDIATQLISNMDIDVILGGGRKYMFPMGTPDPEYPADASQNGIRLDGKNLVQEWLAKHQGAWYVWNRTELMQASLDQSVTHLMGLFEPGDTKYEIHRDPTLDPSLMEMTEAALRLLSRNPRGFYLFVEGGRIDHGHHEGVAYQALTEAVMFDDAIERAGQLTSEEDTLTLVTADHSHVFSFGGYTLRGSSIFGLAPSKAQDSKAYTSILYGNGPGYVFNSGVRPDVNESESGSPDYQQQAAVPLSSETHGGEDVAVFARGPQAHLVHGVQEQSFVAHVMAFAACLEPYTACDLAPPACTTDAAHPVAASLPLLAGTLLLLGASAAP
PfG6PD inh: PfG6PD (Plasmodium falciparum) enzyme inhibition; PfGluPho enzyme, NADPH resazurin-diaphorase fluorescence; inhibition, % at 20 µM; actives 0.78% (n = 350,000);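 active = inhibition reaching at least a set limit at 20 µM in the primary screen, cut at about 59% in these data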;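 note: 0% = DMSO wells with substrate and 100% = DMSO wells lacking glucose-6-phosphate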
HKDC1 inhibitor: inhibitors of human hexokinase HKDC1; inhibition, % at 20 µM; actives 0.16% (n = 340,000); AID 493160; recombinant HKDC1, G6PDH/diaphorase resazurin coupled fluorescence;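 active = inhibition above about 35% when tested at 20 µM, limit read from the data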;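 note: plate controls were DMSO wells with enzyme for no effect and DMSO wells lacking enzyme for full effect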
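Incubation: 90 min at room temperature in dark / Material: recombinant HKDC1 (HK5) hexokinase enzyme, produced in-house / Quantity: enzyme 5 µg/mL final / Compound: one dose of 20 µM, 1% DMSO / Reagent: glucose and ATP substrates / Buffer or medium: Tris pH 8.0 buffer with MgCl2, Tween-20, BSA, BME / Technique: resorufin fluorescence at 613 nm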
hIAP inh: blocks human intestinal alkaline phosphatase; P09923; purified IAP, CDP-Star luminescence, 30 min; inhibition, % at 10 µM; actives 0.12% (n = 330,000);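 active = inhibition reaching a set limit with compound at 10 µM in the primary screen, cut at about 35% in these data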;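 note: plate controls were DMSO wells with enzyme for no effect and no-enzyme buffer wells for full effect; values of inactives mirror those of a sister screen read the other way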
mIAP inh: blocks mouse intestinal alkaline phosphatase; purified mouse IAP, CDP-Star luminescence, 30 min; actives 0.2% (n = 330,000); inhibition, % at 10 µM;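 active = inhibition of at least 40% at 10 µM in the primary screen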;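 note: plate controls were DMSO with enzyme for no effect and no enzyme wells for full effect; values of inactives mirror those of a sister screen read the other way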
ATG4B inh: inhibitors of human ATG4B cysteine protease; Q9Y4P1; inhibition, % at 8.33 µM; ATG4B cleavage of LC3-PLA2, NBD-HPC fluorescence, 1 h; actives 0.51% (n = 340,000); in the data active = inhibition above about 40%
Target sequence (Q9Y4P1 whole entry, looked up): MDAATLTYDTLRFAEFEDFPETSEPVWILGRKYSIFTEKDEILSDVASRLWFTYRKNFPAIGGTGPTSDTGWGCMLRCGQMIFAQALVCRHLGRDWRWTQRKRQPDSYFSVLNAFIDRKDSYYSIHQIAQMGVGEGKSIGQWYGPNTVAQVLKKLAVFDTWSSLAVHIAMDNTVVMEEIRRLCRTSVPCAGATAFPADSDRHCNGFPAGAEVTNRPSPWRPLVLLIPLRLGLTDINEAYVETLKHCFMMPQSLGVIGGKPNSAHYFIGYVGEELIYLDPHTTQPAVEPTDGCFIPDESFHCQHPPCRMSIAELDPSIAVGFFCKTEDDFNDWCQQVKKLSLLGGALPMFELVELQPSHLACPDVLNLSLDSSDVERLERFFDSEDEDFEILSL
APOBEC3A inh: inhibitors of human APOBEC3A DNA deaminase. recombinant A3A, FAM/TAMRA ssDNA deamination fluorescence. P31941. actives 0.41% (n = 330,000). inhibition, % at 20 µM;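 active = at least 40% inhibition at 20 µM here, with at most 30% in a related deaminase screen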;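 note: plate controls were A3A with DMSO for no effect and wells lacking A3A enzyme for full effect; some results filed as inactive read as strong as hits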
mIAP act: increases mouse intestinal alkaline phosphatase activity | muIAP, CDP-Star luminescence, 30 min; hits give high values; 1 = vehicle-only enzyme signal, 0 = enzyme-free wells | activation factor at 10 µM | actives 0.24% (n = 330,000) | AID 2805;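 active = activation factor of at least 2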; note: the source names both 10 and 20 µM as test concentration; values of inactives mirror those of a sister screen read the other way
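Assay system: mouse IAP enzyme / Compound: DMSO-dissolved test compounds / Timing: 30 min, room temperature / Measured by: luminescence from enzymatic CDP-Star hydrolysis / Control set: DMSO-only wells, enzyme-free buffer wells as negative control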
* hit, by the source's call; x = no result given.

SMILES	hIAP activ	PfG6PD inh	HKDC1 inhibitor	hIAP inh	mIAP inh	ATG4B inh	APOBEC3A inh	mIAP act
Cc1c(C(=O)N(Cc2ccccc2)C(C)C)cnn1-c1ccccc1	1	-3	-3	-3	-1	-1	3	1
Nc1ccc(CCc2nc3ccccc3o2)cc1	0.81	-4	1	18	7	5	-4	0.93
Cc1ccc(CNC(=O)CCS(=O)(=O)c2cc(Br)cc3c2N(C(=O)C2CC2)CC3)o1	0.81	11	-7	19	-3	-1	2	1
Cc1ccc(S(=O)(=O)N2CCOCC2)cc1C(=O)OCC(=O)Nc1ccc2[nH]c(=O)[nH]c2c1	0.88	9	5	12	8	0	5	0.92
CNC(=O)CSc1nnc(-c2cccnc2)n1-c1ccc(C)cc1	0.86	-1	-7	14	-2	1	1	1
CN(C(=O)c1ccc(F)cc1)c1ccccc1C(=O)NCc1ccccc1	1	-10	1	0	-6	5	-3	1.1
Cn1ncc(C(=O)Nc2ccc(OC(F)(F)F)cc2)c1-n1cccc1	1	12	-3	-2	2	-2	-2	0.98
COc1ccc(-c2csc(NC(=O)c3ccc(OCC(=O)N4CCOCC4)c(OC)c3)n2)cc1	1	14	-8	-4	4	-24	-2	0.96
N#CC1(Cc2ccccc2Cl)c2ccccc2C=CN1C(=O)c1ccccc1 (stereo not given)	0.87	-9	4	13	-12	-4	5	1.1
COC(=O)c1cc(OC)c(OC)cc1NC(=O)c1ccc(C)o1	0.89	2	-3	11	10	-13	1	0.91
O=C(c1cccc(NC2=NC3CS(=O)(=O)CC3S2)c1)N1CCN(c2cccc(Cl)c2)CC1 (stereo not given)	1	15	-4	0	14	-7	-5	0.86
NCCCn1c(C(=O)c2cc(Cl)c(N)c(Cl)c2)c2ccc([N+](=O)[O-])cc2[n+]1[O-]	0.9	25	12	10	22	-3	11	0.79
COC(=O)Cn1cc(S(=O)(=O)NCc2ccc(C)cc2)c2cc([N+](=O)[O-])ccc21	1	-2	-5	-2	10	0	-2	0.9
N#Cc1c2c(c[nH]c1=O)CCN2Cc1ccccc1	0.91	17	-3	9	2	-4	0	0.98
COc1ccc(C(=O)Nc2cccc3nc(C)ccc23)c(OC)c1	0.85	15	-2	15	-15	-16	-6	1.2
CCc1cc(C(=O)OC)c(NC(=O)CC2SC(=NC)N(C)C2=O)s1 (stereo not given)	0.83	17	-7	16	0	0	1	1
Cc1ccc(CNS(=O)(=O)c2ccc(F)c(F)c2)n1C	0.99	3	0	1	-2	19	1	1
CCOc1ccc(S(=O)(=O)NC(C)(C)C)cc1-c1nc2c(C(C)(C)C)nn(C)c2c(=O)[nH]1	0.95	21	0	5	7	-38	3	0.93
COc1ccc(CC(=O)Nc2cccc(C(=O)Nc3ccccc3C(=O)O)c2)cc1OC	1.1	5	-3	-7	0	-1	-2	0.99
O=C(N/N=C/C1CC2CCC1C2)c1ccc2c(c1)OCO2 (stereo not given)	1.2	6	-8	-17	7	-5	-3	0.93
CCS(=O)(=O)Nc1cccc(C2=NN(S(C)(=O)=O)C(c3ccccc3)C2)c1 (stereo not given)	1.1	4	-13	-7	7	-5	-1	0.93
COc1cc2c(cc1OC)CN(Cc1cc(=O)oc3cc(C)c(C)cc13)CC2	0.89	-10	12	11	0	5	1	1
Cc1ccc(N=C2NC(=O)c3cc([N+](=O)[O-])ccc32)cc1	1	8	-12	-4	6	-7	-3	0.94
COc1ccccc1-c1nnc(C2CCN(S(=O)(=O)c3cccc([N+](=O)[O-])c3)CC2)o1	1	4	-1	-2	-3	-11	-2	1
Cc1ccc(NC(=O)c2cccc(NC(=O)CC3SC(N4CCCCC4)=NC3=O)c2)nc1 (stereo not given)	1	9	-1	-2	-4	4	-1	1
Cc1cccc(NC(=O)c2cc(S(=O)(=O)N3CCCCC3)c[nH]2)c1C	1.1	2	-5	-14	-7	-10	-1	1.1
CC(C)(C)NC(=O)CSCc1ccc(Br)cc1	1.1	-7	1	-12	-6	-8	-2	1.1
CCCN1CCC(NC(=O)CCc2nnc(Cc3cc(OC)ccc3OC)o2)CC1	1.2	4	2	-20	-8	-4	-2	1.1
Cc1cccc(CN2CCC(n3nccc3NC(=O)CCCc3ccccc3)CC2)n1	1	-3	8	-3	6	-3	4	0.94
CCN(CC(=O)Nc1ccc(NC(C)=O)cc1)C(=O)Cc1coc2cc(C)c(C)cc12	0.98	-1	4	2	1	-10	9	0.99
CC(C)n1nc(CC(=O)O)c2ccccc2c1=O	1.1	1	-3	-10	5	6	-2	0.95
CC(C)(C)[C@H]1C=C(C(=O)O)O[C@@H](OCCCCO)C1	0.97	-12	-1	3	-15	2	1	1.1
CC1CCN(S(=O)(=O)c2nnc(NC(=O)c3ccccc3Br)s2)CC1	0.95	-15	6	5	-4	3	-1	1
Cc1ccccc1OCCn1c(CCNC(=O)C(C)C)nc2ccccc21	1	6	-13	-2	-9	25	1	1.1
COc1ccc(-n2nnnc2/C=C\Nc2ccccc2C(=O)c2ccccc2)cc1	1.3	1	3	-27	13	-8	0	0.87
COCCCn1c(SCc2cccc(OC)c2)nc2cc(OC)c(OC)cc2c1=N	0.92	16	-2	8	-21	-20	1	1.2
Cc1nc(N)sc1N=Nc1ccc(Br)cc1	0.79	8	7	21	31	16	1	0.69
Cc1nnc(N2CCCC(C(=O)NCc3ccc(OC(C)C)cc3)C2)c2nn(-c3ccccc3)c(C)c12 (stereo not given)	1.3	6	5	-32	-5	8	-3	1.1
CCC1=[N+](C)CCn2c(C)ccc21	1.1	13	-8	-5	6	-3	64*	0.94
COCCCNC(=O)CN(c1ccc(Cl)c(Cl)c1)S(C)(=O)=O	1.1	3	-6	-6	5	0	-5	0.95
O=C(O)C(c1ccccc1)N1C(=O)/C(=C\c2ccc(O)c(O)c2)SC1=S (stereo not given)	0.25	-18	8	75*	67*	10	0	0.33
CCN1C(=O)[C@@H]2[C@@H](c3ccc(-c4ccc(OC)cc4)c(OC)c3)N3CCC[C@@]3(C(=O)OC)[C@@H]2C1=O	0.91	-6	-1	9	14	-1	0	0.86
CCOC(=O)C1=CN(Cc2cccc(-c3ccc4c(c3)OCO4)c2)S(=O)(=O)N(C)C1C (stereo not given)	x	19	-2	x	7	10	8	0.93
CC1C2C(c3ccccc3)N(C)C(=O)N(C)C2N(C)C(=O)N1C (stereo not given)	0.97	-12	5	3	-2	7	1	1
COc1cc(/C=N/NC(=O)Nc2ccccc2)ccc1OCCOc1ccccc1C	1	-14	0	0	-9	-6	-5	1.1
COc1cc(/C=N/NC(=O)c2cccc(S(=O)(=O)N3CCCC3)c2)cc(OC)c1O	0.96	13	0	4	-1	-1	0	1
COc1cc(/C=C/C(=O)OCC(=O)Nc2c(C)n(C)n(-c3ccccc3)c2=O)cc(OC)c1OC	1.1	11	-7	-14	-4	-6	-6	1
Cc1cc(NC(=O)CSc2nnc3ccccn23)no1	1.1	11	-9	-9	-2	-1	2	1
Cc1c(O)c(S(=O)(=O)c2ccccc2)c(=O)n(-c2ccccc2)c1-c1ccccc1	0.96	-29	-5	4	4	10	1	0.96
CCCOc1ccc(N2C(=O)C3C(C(C)C)NC4(C(=O)c5ccccc5C4=O)C3C2=O)cc1 (stereo not given)	1.1	5	0	-9	0	6	23	1

Next records
SMILES	hIAP activ	PfG6PD inh	HKDC1 inhibitor	hIAP inh	mIAP inh	ATG4B inh	APOBEC3A inh	mIAP act
Cc1ccc(S(=O)(=O)Nc2cc(C(C(=O)OC(C)C)C(=O)C(F)(F)F)c(O)c3ccccc23)c(C)c1 (stereo not given)	0.93	22	26	8	-3	15	-2	1
N/C(=N\OC(=O)c1ccc(OCC(F)(F)F)nc1)c1ccc(Cl)cc1	1	1	-3	-4	0	-1	-2	1
Cc1ccc(-c2nc(Nc3cccc(C)c3)sc2CC(=O)O)cc1	0.92	20	8	8	18	-19	-2	0.82
O=C(NCCCN1CCOCC1)c1ccc(Cl)c(S(=O)(=O)N2CCCCCC2)c1	1.1	-12	-1	-9	-8	-5	8	1.1
FC(F)(F)c1ccc(Cl)c(NC(=S)NC2CC2)c1	1	2	-7	-2	-5	-6	1	1.1
C=C(C)c1cccc(C(C)(C)NC(=O)NC2CCN(Cc3ccccc3)CC2)c1	1.4	-4	1	-36	-52	-1	0	1.5
Cc1ccc(NC(=O)CN2CCc3ccccc3C2)cc1	0.89	21	-4	11	-2	-13	0	1
Cc1ccc(CSC2=NCCN2C(=O)c2ccc(S(=O)(=O)N(C)C)cc2)cc1	1	-3	-8	-3	7	1	-2	0.93
CSc1ccc(CCNC(=O)CCc2nnc3ccc(NCCCN4CCCC4=O)nn23)cc1	0.95	-18	3	5	6	0	-5	0.94
CC(=O)N(Cc1cc2ccccc2[nH]c1=O)c1ccc(C)cc1	1.1	-1	1	-7	-14	-3	-7	1.1

3 of these compounds in a different format:
SMILES: Cc1ccc(NC(=O)CN2CCc3ccccc3C2)cc1
  hIAP activ: 0.89
  PfG6PD inh: 21
  HKDC1 inhibitor: -4
  hIAP inh: 11
  mIAP inh: -2
  ATG4B inh: -13
  APOBEC3A inh: 0
  mIAP act: 1
SMILES: Cc1ccc(CSC2=NCCN2C(=O)c2ccc(S(=O)(=O)N(C)C)cc2)cc1
  hIAP activ: 1
  PfG6PD inh: -3
  HKDC1 inhibitor: -8
  hIAP inh: -3
  mIAP inh: 7
  ATG4B inh: 1
  APOBEC3A inh: -2
  mIAP act: 0.93
SMILES: CSc1ccc(CCNC(=O)CCc2nnc3ccc(NCCCN4CCCC4=O)nn23)cc1
  hIAP activ: 0.95
  PfG6PD inh: -18
  HKDC1 inhibitor: 3
  hIAP inh: 5
  mIAP inh: 6
  ATG4B inh: 0
  APOBEC3A inh: -5
  mIAP act: 0.94

(list continues)
SMILES	hIAP activ	PfG6PD inh	HKDC1 inhibitor	hIAP inh	mIAP inh	ATG4B inh	APOBEC3A inh	mIAP act
CCN(C(=O)CSc1nnc(-c2c[nH]c3ccccc23)o1)C1CCS(=O)(=O)C1 (stereo not given)	0.94	-20	-11	6	2	-6	2	0.98
O=C(Nc1ccccn1)C(=O)N1CCCCC1	1.1	5	-5	-14	2	-5	6	0.98
COc1cccc(C(=O)OCC(=O)N2CCc3ccccc3C2)c1OC	0.95	14	-9	4	-1	-15	-1	1
CCOc1ccc(N(C(C)=O)C2C=CS(=O)(=O)C2)cc1 (stereo not given)	1	-8	-4	-1	-4	1	-4	1
Cc1ccc(CNS(=O)(=O)c2c(C(=O)N3CCCCC3)c(C)n(C)c2C)cc1	1.2	-8	-3	-20	-4	2	-1	1
Cc1ccc(S(=O)(=O)NC2(C(F)(F)F)NC(=O)N(c3ccc(F)cc3)C2=O)cc1 (stereo not given)	1.1	-4	7	-6	-6	4	0	1.1
CCOC(=O)N1CCN(C(=O)CNS(=O)(=O)c2cccs2)CC1	1.1	-16	-5	-6	2	2	0	0.98
CCOc1ccc(Cl)cc1S(=O)(=O)N1CCC(C(=O)NCc2ccccn2)CC1	1.1	12	-6	-11	-8	-6	-3	1.1
COCCNC(=O)CSc1nc2sc(C)c(C)c2c(=O)n1-c1ccccc1	1.1	-9	-7	-9	-14	5	-6	1.1
COc1ccc(-c2csc(/C(C#N)=C(\O)CSc3nccn3C)n2)cc1OC	0.87	18	-2	13	21	0	-17	0.79
O=CNCc1nc2ccccc2n1CCc1ccccc1	1.1	1	-1	-11	39	-8	-1	0.61
COc1cccc(C2=CC(=O)C[C@H](c3ccc(OC)c(OC)c3)C2)c1	0.98	5	-1	2	-4	-15	-3	1
COc1ccc(-c2oc(=O)c3cc(OC)c(OC)cc3c2C#CCCO)cc1	0.98	27	0	2	-3	-20	-3	1
O=C(NC1CCCC1)C1CCN(S(=O)(=O)c2ccccc2)CC1	1.1	-9	1	-7	-4	-7	-2	1
